# PglD DTNB = PglD (C. jejuni) enzyme inhibition; purified PglD enzyme, DTNB colorimetric CoA detection; 360,000 tested, 0.098% active; inhibition, % at 12.5 µM; AID 602405; in the data active = inhibition above about 16%, passing the limit was not always enough; inconclusive = no clear call, values can overlap the other calls; note: strong numbers were not always called active
# ERp5 block = ERp5 (human) disulfide isomerase inhibition; Q15084; ERp5 insulin aggregation, absorbance 650 nm, 90 min; inhibition, % at 9.99 µM; 350,000 tested, 0.05% active;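 active = mean replicate inhibition above about 25%, with every replicate also reaching it, limit read from the data, passing the limit was not always enough; inconclusive = only one of those two criteria met; inactive = neither criterion met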
# S100A4 MyoIIA = inhibitors of human S100A4 binding to myosin IIA peptide. S100A4/TAMRA-MyoIIA peptide fluorescence polarization. inhibition, % at 10.7 µM. 360,000 tested, 0.14% active. AID 652163;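 active = mean inhibition of at least 70% across replicates, with every replicate also reaching that level; inconclusive = mean inhibition reaches 70% but some replicates fall short; inactive = mean inhibition below 70%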
# Target sequence (P26447 whole entry, looked up): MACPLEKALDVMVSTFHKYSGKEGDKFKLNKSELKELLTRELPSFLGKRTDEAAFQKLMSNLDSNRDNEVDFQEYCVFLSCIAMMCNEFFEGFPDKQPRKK
#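 Test system: S100A4 monomer protein. Medium: HEPES buffer with Ca2+, pH 7.2. Reagent: fluorescent myosin IIA peptide, 5 nM. Compound dosing: single-point compound testing. Timing: 5 min between mix addition and reading. Benchmarks: DMSO neutral and TFP positive wells.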
# SIRT5 inh = blocks human SIRT5 desuccinylation of peptide | Purified SirT5, succinyl-peptide AMC, trypsin-coupled fluorescence | inhibition, % at 15 µM | 330,000 tested, 1.1% active | AID 652115; in the data active = inhibition above about 15%; inconclusive = no clear call, values can overlap the other calls
# C2C12 statin = suppressors of simvastatin-induced myotoxicity in C2C12 myotubes; ATP luminescence, 48 h; scaled: DMSO 0, geranylgeraniol control 100; rescue of ATP level, % at 7.49 µM; 330,000 tested, 0.78% active; AID 602340;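 active = mean ATP rescue above about 67%, or every replicate alone reaching that limit, limit read from the data, passing the limit was not always enough; inconclusive = no clear call, values can overlap the other calls; inactive = mean under the limit and some replicate under it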;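 note: myotubes were challenged with 10 µM simvastatin during compound exposure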
# E-sel inducer = induces E-selectin expression in human endothelial cells; 260,000 tested, 0.37% active; HUVEC E-selectin immunofluorescence imaging; normalized: neutral wells 0, TNF-alpha wells 100; activation, % at 7.58 µM; AID 686992; P16581;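 active = mean E-selectin-positive cell signal at least 10% of the positive control, reached in at least 60% of replicates, without over 20% cell loss; inconclusive = no rule given, readout overlaps actives, possibly toxicity-flagged; inactive = the rest, including those meeting only one limit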;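 note: in these data hits start at about 27%; measured in HUVEC primary endothelial cells; signal is the percent of cells scored E-selectin positive by PE staining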
# Target sequence (P16581 whole entry, looked up): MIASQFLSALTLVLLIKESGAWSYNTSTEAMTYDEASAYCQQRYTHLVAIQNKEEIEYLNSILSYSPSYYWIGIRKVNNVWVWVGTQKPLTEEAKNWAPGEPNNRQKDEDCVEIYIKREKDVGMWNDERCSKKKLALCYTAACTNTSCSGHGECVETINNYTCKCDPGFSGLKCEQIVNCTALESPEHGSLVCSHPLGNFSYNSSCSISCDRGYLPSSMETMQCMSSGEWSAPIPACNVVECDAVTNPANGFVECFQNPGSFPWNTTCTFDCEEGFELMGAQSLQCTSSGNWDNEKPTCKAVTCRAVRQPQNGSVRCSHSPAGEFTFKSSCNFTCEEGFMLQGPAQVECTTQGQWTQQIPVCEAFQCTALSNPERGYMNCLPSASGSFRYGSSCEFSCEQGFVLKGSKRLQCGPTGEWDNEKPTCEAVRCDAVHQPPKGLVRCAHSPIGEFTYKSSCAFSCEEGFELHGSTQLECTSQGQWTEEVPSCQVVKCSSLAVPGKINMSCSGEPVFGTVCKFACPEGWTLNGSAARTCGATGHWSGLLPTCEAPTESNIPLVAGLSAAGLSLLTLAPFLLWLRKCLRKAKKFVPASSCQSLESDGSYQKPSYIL
#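 material = human umbilical vein endothelial cells (HUVEC), E-selectin induction | quantity = 3,000 cells/well | medium = EGM-2 growth medium on 0.1% gelatin-coated wells | technique = immunofluorescence imaging | read-out basis = % PE-positive cells | control set = TNF-alpha positive control, DMSO neutral control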
# DENV2 CPE = inhibitors of DENV2 cytopathic effect; DENV2-infected cells, cytopathic effect rescue, plate reader; 350,000 tested, 1.7% active; CPE inhibition, % at 9.99 µM; in the data active = CPE inhibition above about 20%, passing the limit was not always enough; inconclusive = no clear call, values can overlap the other calls; tested in BHK-21 cells;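 note: 0% = median of neutral control wells and 100% = median of positive control wells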
# * = called active by the depositor; ? = inconclusive; . = not tested or not shown; & = joins results of further samples; ! = not confirmed by another sample. Some of the compounds tested. The share of hits here may be higher or lower than overall.
nr	smiles	ERp5 block	E-sel inducer	DENV2 CPE	SIRT5 inh	C2C12 statin	PglD DTNB	S100A4 MyoIIA
1	COP(=O)(NC(C)=O)SC (stereo not given)	-1	0.1	-9	7	-4	-3	2
2	Cc1cc(OC(=O)N(C)C)nc2c1c(C)nn2C	-7	0.4	-3	.	.	-4	-6
3	CCOC(=O)[C@]12Cc3cc(C)ccc3[C@H]1N(CCC(=O)OC)C(=O)c1cc(OC)ccc12	0	-0.1	4	0	.	.	-3
4	Cc1nc(SCc2c(Cl)cccc2Cl)nc(OC(=O)N(C)C)c1C	7	0.1	-10	-2	-13	-6	6
5	O=C(CN1CCCCC1)c1ccc(OC(F)F)cc1	4	.	-1	-1	5	0	-6
6	Cc1ccc(-c2ccc(=O)n(CC(=O)N3CCC4(CC3)OCCO4)n2)cc1	3	2.1	0	-9	.	-1	4
7	O=C(O)c1nonc1-c1nonc1C(=O)O	5	.	-2	-1	7	4	-5
8	C#CCCC[C@@H]1OC(=O)CNC(=O)C([C@@H](C)CC)NC(=O)[C@@H]2CCCN2C(=O)C([C@@H](C)CC)OC(=O)[C@H](Cc2ccccc2)N(C)C(=O)[C@H](C(C)C)NC(=O)C1(C)C (stereo not given in full)	3	0.0	-4	11	-7	0	-5
9	CN(c1ccc(O)cc1)c1ccc([N+](=O)[O-])c2nonc12	-2	0.0	-11	.	117*	9	-7
10	CCc1ccc(NC(=O)CCNC(=O)N2C[C@H]3C[C@@H](C2)c2cccc(=O)n2C3)cc1	1	.	5	.	-1	-2	-1
11	CC(C)CC(NC(=O)CCCNC(=O)CCC(=O)OC1O[C@H]2OC3(C)CC[C@H]4[C@H](C)CCC(C1C)C24OO3)C(=O)O (stereo not given in full)	12	0.7	0	-4	-217	3	-7
12	Cc1ccc(S(=O)(=O)N2Cc3cc(N4CCOCC4)ccc3-n3nncc3C2)cc1	2	0.0	3	-1	3	-3	1
13	O=S(=O)(c1ccc(F)cc1)N1CCCC1c1cccnc1 (stereo not given)	5	-0.1	?	2	0	0	3
14	NCCc1ccc(OCc2ccccc2)c(OCc2ccccc2)c1	2	-0.9	4	-1	-26	3	-5
15	COC(=O)C[C@H]1CC[C@@H]2NC[C@@H](O)COC[C@H]2O1	1	0.1	6	4	-3	3	6
16	O=C1Nc2cc(C(=O)N3CCC4(CC3)OCCO4)ccc2S/C1=C\c1ccccc1	-2	.	-2	-1	-15	-2	-3
17	COc1nc2ccccc2c(=O)n1-c1ccc(Cl)cc1	-3	.	-2	2	.	.	0
18	COc1ccc(OC(=O)N(C)C[C@H]2OCc3cnnn3CCCC(=O)N([C@@H](C)CO)C[C@H]2C)cc1	0&-2	-2.1&0.2	-7&-11	15*!	14&-4&-4	2&5	-4&2
19	O=C1N(c2nncs2)CCN1[N+](=O)[O-]	6	-0.1	4	-2	5	0	0
20	CCCNC(=O)N1[C@@H]2Cn3c(ccc(-c4cccc(C(=O)N(C)C)c4)c3=O)[C@H]1[C@@H](C(=O)O)[C@@H]2CO	4	-0.1	-3	-31	.	.	1
21	CNS(=O)(=O)c1ccc(-c2ccc(C=C3C(=O)NC(=O)NC3=O)o2)cc1	-7	.	-7	.	4	3	42
22	CC1(O)CCN2C(=O)CCc3cccc1c32 (stereo not given)	7	5.4	10	1	9	-3	0
23	COC(=O)C1=C(c2ccccc2)C[C@@H]2CC[C@H]1N2C(=O)N1CCCCC1	9	-0.5	7	.	-2	2	-5
24	CCOc1ccc(N)cc1	-1	.	5	1	24	-3	-1
25	Cc1ccccc1CCNCc1ccc(Br)cc1	-1	0.2	10	-2	-10	17	0

# An excerpt from above in order of SMILES length, rising.
nr	smiles	ERp5 block	E-sel inducer	DENV2 CPE	SIRT5 inh	C2C12 statin	PglD DTNB	S100A4 MyoIIA
22	CC1(O)CCN2C(=O)CCc3cccc1c32 (stereo not given)	7	5.4	10	1	9	-3	0
6	Cc1ccc(-c2ccc(=O)n(CC(=O)N3CCC4(CC3)OCCO4)n2)cc1	3	2.1	0	-9	.	-1	4
18	COc1ccc(OC(=O)N(C)C[C@H]2OCc3cnnn3CCCC(=O)N([C@@H](C)CO)C[C@H]2C)cc1	0&-2	-2.1&0.2	-7&-11	15*!	14&-4&-4	2&5	-4&2

# Results in sequence from above.
# Entries 3–11 in DENV2 CPE read 4, -10, -1, 0, -2, -4, -11, 5, 0
# Entries 3–11 in PglD DTNB read ., -6, 0, -1, 4, 0, 9, -2, 3
# Entries 3–11 in ERp5 block read 0, 7, 4, 3, 5, 3, -2, 1, 12

# New compounds follow.
nr	smiles	ERp5 block	E-sel inducer	DENV2 CPE	SIRT5 inh	C2C12 statin	PglD DTNB	S100A4 MyoIIA
26	COC(=O)C1=C(c2ccc(S(C)(=O)=O)cc2)C[C@@H]2CC[C@H]1N2C(=O)NCc1ccco1	1	0.1	5	-1	3	6	0
27	C/C=C/CC#N	0	.	0	.	6	0	1
28	Cc1ccc(OC(=O)N(C)C[C@H]2OCc3cnnn3CCCC(=O)N([C@H](C)CO)C[C@@H]2C)cc1	-5&4&3	-0.1&0.0	?	-4&1&-2	6&15&-12	0&1&7	-1&11&-11
29	O=C1CN(O)C(c2ccccc2)=c2cc(Cl)ccc2=N1	-9	.	-2	-1	-1	-9	1
30	C#CCN(C)[C@H](C)Cc1ccccc1	3	-0.1	3	-2	2	3	-1
31	COc1cc2c(cc1OC)C13CCN4CC5=CCOC(CC(=O)O)C(C5CC41)C3N2 (stereo not given)	-10	-0.1	4	1	.	.	1
32	C/C(=N\Nc1ccccc1)c1c(O)[nH]c(=O)[nH]c1=O	5	.	3	-5	.	.	4
33	Nc1nonc1OCCCCOc1nonc1N	2	-0.1	-1	2	-2	1	3
34	COC(=O)C12CCc3c(ccc4cc(OC)ccc34)C1=CC(=O)C2 (stereo not given)	-4	-0.1	-3	-3	6	0	1
35	COC(=O)C1C(c2ccc(F)cc2)CC2CCC1N2C (stereo not given)	-1	.	2	.	.	.	-7
36	O=C1NCN(c2ccccc2)C12CCN(C(c1cccs1)c1nnnn1-c1ccc3c(c1)OCCO3)CC2 (stereo not given)	2	.	6	11	-24	3	-5
37	COc1cccc2c1O[C@H]1C(=O)CC[C@H]3CN(C)CCC231 (stereo not given in full)	-1	-0.5	2	-5	8	-6	-12
38	NNc1n[nH]c(=S)n1N	3	2.2	17	8	.	2	0
39	Cn1cc(C(O)CN2CCCCC2)c2ccccc21 (stereo not given)	0	0.0	3	-3	-1	8	-37
40	CCOP(=O)(OCC)c1cccc(OP(=O)(c2cccc([N+](=O)[O-])c2)c2cccc([N+](=O)[O-])c2)c1	1	.	3	3	.	2	0
41	CCN(CC)C(=O)c1ccc(NC(=O)CNC(C)c2cccc3ccccc23)cc1 (stereo not given)	7	.	2	-2	-1	-5	-3
42	O=C(O)[C@@H]1[C@@H](CO)[C@@H]2Cn3c(cccc3=O)[C@H]1N2C(=O)c1ccccc1	-3	-1.2	3	7	14	0	0
43	COc1cc(CN2CCNCC2)cc(OC)c1OC	4	.	-5	-3	1	2	-7
44	CC(C)(C)n1cc(C(=O)c2ccc3ccccc3c2O)cn1	0	.	7	-2	.	.	0
45	COc1ccc(NC(=O)c2cn(CCC#N)nc2-c2cccc([N+](=O)[O-])c2)cc1	5	5.3	4	-3	.	.	0
46	COc1ccc(/C=C2/C(=O)NC(=S)N(C3CC3)C2=O)cc1CN1C(=O)c2ccccc2C1=O	-3	.	-4	1	.	-4	1
47	CNS(=O)(=O)c1ccc(N=Cc2c(O)n(-c3ccc(C)cc3)c(=O)[nH]c2=O)cc1	10	5.1	-1	-1	0	.	-13
48	O=[N+]([O-])c1ccc(N2CC2)c([N+](=O)[O-])c1	-2	0.4	11	.	-7	3	0
49	C=C1C(=O)OC2CC3(C)OC3C3OC3C3=CC(OC3=O)C12 (stereo not given)	8	.	0	.	-135	5	-6
50	OC[C@H]1O[C@@H](n2cnc3cc(Cl)c(Cl)cc32)[C@H](O)[C@@H]1O	-3	1.8	-9	-3	0	3	-1

# Single records, as listed above. Order of screens: ERp5 block, E-sel inducer, DENV2 CPE, SIRT5 inh, C2C12 statin, PglD DTNB, S100A4 MyoIIA
# Shown for O=[N+]([O-])c1ccc(N2CC2)c([N+](=O)[O-])c1 : -2, 0.4, 11, ., -7, 3, 0
# Shown for NNc1n[nH]c(=S)n1N : 3, 2.2, 17, 8, ., 2, 0

# Additional entries:
nr	smiles	ERp5 block	E-sel inducer	DENV2 CPE	SIRT5 inh	C2C12 statin	PglD DTNB	S100A4 MyoIIA
51	C[C@]12CCC3C(CC[C@H]4C[C@@H](O)CC[C@]34C)C1C[C@@H](Br)[C@@H]2O (stereo not given in full)	-3	-0.3	-13	23*	.	.	0
52	COC(=O)C1C(c2ccc(Cl)cc2)CC2CCC1N2C (stereo not given)	-1	.	10	.	.	.	2
53	O=C(Cc1c[nH]c2ccccc12)NNCc1ccc(N(CCCl)CCCl)cc1	0	0.0	2	.	0	-5	-1
54	C=CCN1C(=O)NC(=O)/C(=C/C=C/c2ccccc2)C1=O	2	0.3	8	1	11	1	-7
55	CC1CC2(C)C(CCC3C2CCC2(C)C(OP(=O)(N4CC4)N4CC4)CCC32)CC1=O (stereo not given)	9	0.0	-2	2	.	.	2
56	C=C1C(=O)O[C@@H]2C[C@@H](C)[C@H]3C=CC(=O)[C@]3(O)C[C@@H]12	-2	0.0	1	.	33	-4	3
57	N#Cc1cccc(-c2ccc([C@H]3[C@@H](CO)N4CCCCN(C(=O)Cc5ccccc5)C[C@H]34)cc2)c1	0	-0.6	27*	-2	.	3	1
58	CCC1C2CC3C4N(C)c5ccccc5C45CC(C2C5O)N3[C@@H]1O (stereo not given in full)	2	.	2	-4	7	-4	0
59	O=c1[nH]c2ccccc2n1C1CCN(C(c2cccc3ccccc23)c2nnnn2-c2ccc3c(c2)OCCO3)CC1 (stereo not given)	-1	23	25*	-2	-38	0	-3
60	CCOP(=O)(OCC)C1(C(=O)O)CCCC1	-1	1.5	7	2	9	10	13
61	O=[N+]([O-])c1ccc(Cl)cc1	-4	.	6	.	4	0	5
62	Cc1ccc(S(=O)(=O)N2CCN(C(=O)COC(=O)Cc3ccccc3)CC2)c(C)c1	-2	.	2	-6	-10	9	-2
63	CCC1(CC)COP(=O)(OCC(Cl)CCl)OC1 (stereo not given)	7	-1.1	-2	.	4	1	-12
